# Bioassay records as filed in PubChem.
# Myeloid diff 2: myeloid differentiation induction | ER-HoxA9 myeloid progenitors, lysozyme-GFP differentiation, flow cytometry | calls only at 10 µM | 360,000 tested, 1% active;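 active = normalized GFP-positive differentiation at or above the plate's own cutoff, the solvent-only control mean plus 3 SD; inconclusive = no clear call, values can overlap the other calls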;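 note: cells exposed to compound for four days before flow analysis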
# T cell modulator: T cell immune modulation candidate; 330,000 tested, 0.068% active; calls only at 7 µM; 2C CD8+ T cell-vesicle binding, flow cytometry; stronger effect = lower value;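 active = response, share of CD8 T cells binding vesicles, and their 90th percentile fluorescence all below set limits, cut at about 80% in these data, passing the limit was not always enough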
#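 Material: 2C TCR transgenic mouse naive CD8+ T cells, MACS-purified. Also added: QL9-charged Drosophila Ld/ICAM-1/B7-1 vesicles. Timing: binding 1.5 h at 37 °C. Measured by: high-throughput flow cytometry with anti-B7-1 and anti-CD8 staining. Read-out: percent CD8+ FL2 mean versus row control. Controls: Unloaded micro-vesicles (low), QL9 vesicles with 0.7% DMSO (high).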
# GPR55 beta-arrestin: selective activators of receptor GPR55 – imaging, U2OS cells, beta-arrestin-GFP redistribution, primary screen (AID 1961); U2OS GPR55 beta-arrestin-GFP redistribution imaging; higher % means a stronger effect; one-dose activation, % at 10 µM; EC50 in µM for titrated hits; 290,000 tested, 0.048% active;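 active = activation above 40% with more than 50 cells counted in the well; inconclusive = wells holding fewer than 50 cells, flagged as toxic or sparse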;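 note: U2OS osteosarcoma cells stably expressing GPR55 and beta-arrestin-GFP; plate controls were DMSO negative control for no effect and LPI positive control for full effect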
# HEK293 NOD2/NF-kB: NOD2 signaling inhibitors, cell-based, luminescence, uHTS, HEK293 (AID 1566) | HEK293 NOD2/NF-kB luciferase reporter, luminescence; higher % means a stronger effect | inhibition, % at 4 µM; hits with a dose series show EC50 in µM | 290,000 tested, 0.63% active; note: many of its hits are not listed in these tables
# KOR beta-arrestin-1: kappa opioid receptor activators – cell-based, luminescence, uHTS, primary screen (AID 1777); KOR beta-arrestin recruitment, luminescence; higher % means a stronger effect; activation, % at 10 µM, or EC50 in µM where a hit was titrated; 280,000 tested, 0.02% active; in the data active = activation above about 50%, passing the limit was not always enough; note: a part of the inactive calls stands beside numbers as strong as those of hits
# KOR beta-arrestin-2: kappa opioid receptor blockers – cell-based, luminescence, uHTS (AID 1778); KOR beta-arrestin recruitment, luminescence, antagonist mode; higher % means a stronger effect; 290,000 tested, 0.091% active; one-dose inhibition, % at 10 µM; IC50 in µM for titrated hits; note: strong numbers were not always called active
# NOD1 inhibition: NOD1 signaling inhibitors, primary screen, cell-based, luminescence, uHTS (AID 1578); NOD1-driven NF-kB luciferase reporter cells, luminescence; higher % means a stronger effect; inhibition, % at 4 µM, or EC50 in µM where a hit was titrated; 290,000 tested, 1% active; in the data active = inhibition mostly above about 36%, no sharp cut-off; inactive = mostly below about 34%;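 note: HEK-293T reporter cells stimulated with the NOD1 agonist gamma-tri-DAP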
# NTR1 agonist: agonists of NTR1, primary screen, imaging, U2OS cells, beta-arrestin-GFP, high content (AID 493036) | P30989 | NTR1-U2OS beta-arrestin-GFP spot imaging, agonist mode | activation, % at 20 µM | 330,000 tested, 0.17% active;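 active = activation at or above 40% of the spot to cytoplasm intensity ratio, with at least 20 cells analyzed; inconclusive = wells under 20 cells, flagged as cytotoxic or low count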;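 note: 0% = DMSO without peptide and 100% = 100 nM NTR1 peptide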
# Target sequence (P30989 whole entry, looked up): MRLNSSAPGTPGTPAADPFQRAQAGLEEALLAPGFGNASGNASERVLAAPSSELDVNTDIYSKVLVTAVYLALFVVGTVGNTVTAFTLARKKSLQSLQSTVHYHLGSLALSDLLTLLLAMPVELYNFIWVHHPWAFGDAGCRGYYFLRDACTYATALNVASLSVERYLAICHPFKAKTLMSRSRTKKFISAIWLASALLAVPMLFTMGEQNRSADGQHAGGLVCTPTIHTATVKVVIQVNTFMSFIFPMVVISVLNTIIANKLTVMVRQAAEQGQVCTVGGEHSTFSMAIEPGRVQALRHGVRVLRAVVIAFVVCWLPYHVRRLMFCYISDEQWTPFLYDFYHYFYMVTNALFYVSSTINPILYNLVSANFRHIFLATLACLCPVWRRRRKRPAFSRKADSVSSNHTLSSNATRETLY
# GPR55 antagonists: inhibition of LPI-stimulated GPR55 beta-arrestin translocation – imaging, U2OS, beta-arrestin-GFP, LPI agonist, primary screen (AID 2013); U2OS GPR55 beta-arrestin-GFP translocation imaging, LPI antagonism; higher % means a stronger effect; inhibition, % at 10 µM; hits with a dose series show IC50 in µM; 290,000 tested, 0.13% active;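 active = spots per cell inhibited over 60%, with over 100 cells counted and total cytoplasm intensity under 500,000; inconclusive = wells with under 100 cells, flagged as likely toxic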;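 note: U2OS cells stably carrying GPR55 and arrestin-GFP stimulated by 5 µM LPI near EC80; imaged beta-arrestin-GFP aggregate spots per cell after agonist stimulation; plate controls were LPI-stimulated DMSO wells for no effect and DMSO wells without LPI for full effect; some results filed as inactive read as strong as hits; confirmed hits need IC50 under 10 µM and bright autofluorescent wells are also inconclusive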
# T cell modulator vesicle-bound %: second read-out of T cell modulator, no call of its own (marks repeat the call); double positive events, %; measured here: CD8+ vesicle-bound cell fraction;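 binding gate set so that unloaded-vesicle control wells show 10% double positive cells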
# NTR1 agonist cell count 20 µM: recorded beside NTR1 agonist, whose call it bears; cell count; measured here: cell count, cytotoxicity flag
# Myeloid diff 2 GFP+ MAC1+ %: second read-out of Myeloid diff 2, no call of its own (marks repeat the call); GFP+ MAC1+ double positive, %; measured here: differentiation confirmed by MAC1 staining
# * marks the source's active call; other numbers are inactive results; i = inactive; ? = inconclusive; · = not tested or not shown; + = active, no number; [ ] = another dose, or the depositor's remark. Cut-off read from the data, not from the text of the source, unless noted: active = inhibition above about 50%; inactive = the rest. This is a subset; rates above refer to the full screens.
Molecule,Myeloid diff 2,Myeloid diff 2 GFP+ MAC1+ %,T cell modulator,T cell modulator vesicle-bound %,GPR55 beta-arrestin,HEK293 NOD2/NF-kB,KOR beta-arrestin-1,KOR beta-arrestin-2,NOD1 inhibition,NTR1 agonist,NTR1 agonist cell count 20 µM,GPR55 antagonists
O=C(NCC1CCCO1)C(c1cccs1)N(C(=O)c1ccc(-c2ccccc2)[nH]1)C1CCCC1 (stereo unspecified),i,1.2,i,31.3,-0.2%,-7.7%,14.4%,0.6%,-30.8%,0.3,60,6.4%
COc1ccc(-c2c(C)c3ccc(O)cc3oc2=O)cc1OC,i,1.0,i,10.4,-0.1%,15.1%,3.6%,-35.1%,-15.1%,1.3,45,-9.2%
CSc1nnc(CCNS(=O)(=O)c2ccc(Br)cc2)n1C,i,2.5,i,33.4,-0.2%,-5.5%,-1.0%,9.1%,-12.3%,-0.7,46,-2.5%
Cc1cc(NC(=O)c2ccc(Br)c([N+](=O)[O-])c2)no1,i,0.4,i,41.5,0.0%,8.3%,-0.3%,-11.6%,-17.3%,-0.6,36,-7.8%
O=C(Cn1c(=O)oc2ccccc21)NCC1COc2ccccc2O1 (stereo unspecified),i,0.5,i,23.4,0.3%,8.2%,5.0%,-4.4%,-24.4%,-0.7,64,6.3%
CCOc1nc(Oc2cccc(C(=O)O)c2)nc(Oc2cccc(C(=O)O)c2)n1,i,0.3,i,13.4,-0.2%,19.7%,-8.7%,30.4%,17.1%,0.2,56,9.8%
CCC(CC)C(=O)Nc1cc(C)cc(C)c1,i,0.8,i,39.6,-0.2%,12.0%,-10.1%,-2.3%,-3.6%,-1.1,76,-7.0%
S=C(NCCCc1ccccc1)NCc1ccccc1,i,0.5,i,1.9,-0.1%,8.6%,-6.2%,7.2%,-11.5%,-0.2,77,-15.3%
CNS(=O)(=O)c1cn(CC(=O)N(C)Cc2ccccc2)cc1S(=O)(=O)NC,i,0.5,i,27.2,-0.1%,16.0%,-3.8%,12.6%,-2.6%,-0.7,64,7.9%
COCC(=O)NNS(=O)(=O)c1ccccc1[N+](=O)[O-],i,0.8,i,43.7,-0.6%,17.7%,3.1%,-8.3%,-4.5%,-1.3,33,7.7%
Cc1cc(C)n(-c2ccc3nnc(C)n3n2)n1,i,0.8,i,14.0,-0.3%,14.5%,-1.4%,13.9%,0.3%,-0.2,53,11.0%
CCCCCCCCCC[n+]1cccc(C(=O)N(CC)CC)c1,i,0.4,i,19.4,0.6%,5.3%,-0.5%,5.1%,-5.0%,-1.3,94,2.1%
Cc1ccn2c(CNC(C)c3cn(C)nc3C)c(C(=O)N3CCCCCC3)nc2c1 (stereo unspecified),i,2.0,i,5.3,-0.1%,8.1%,1.0%,5.8%,-4.9%,-0.3,61,13.0%
CCSc1nnc(NC(=O)CN2C(=O)C3CC=CCC3C2=O)s1 (stereo unspecified),i,0.1,i,56.6,0.2%,-2.0%,-5.5%,17.2%[20 µM],-26.7%,0.6,83,-5.8%
CCOC(=O)NC(N(O)c1cccc(Cl)c1)C(Cl)(Cl)Cl (stereo unspecified),i,0.2,i,15.9,0.2%,17.0%,1.4%,27.9%,-3.2%,1.9,57,0.9%
Cc1ccc(NC(=O)Nc2cc(C(F)(F)F)c[nH]c2=O)cc1,?,·,i,21.2,-0.2%,0.5%,-0.2%,8.4%,3.1%,9.0,56,17.0%
CC(=O)Nc1ccc(S(=O)(=O)N2CCN(C(=O)C3COc4ccccc4O3)CC2)cc1 (stereo unspecified),i,1.2,i,41.5,-0.1%,15.2%,2.6%,26.8%,0.8%,0.6,62,14.3%
O=C(NCc1ccc(F)cc1)Nc1ccc(Cl)cc1,i,0.2,i,26.2,-0.1%,-3.6%,3.5%,-21.5%[20 µM],-9.3%,-0.2,53,-17.1%
COc1ccc(CN2C(=O)c3cccnc3C2=O)cc1S(=O)(=O)N(C)c1ccc(C)cc1,i,1.7,i,43.2,-0.2%,8.1%,3.1%,-3.1%,-18.8%,0.3,70,-2.0%
CCOC(=O)c1c(NC(=O)COc2cccc3c2CCN(Cc2ccc(F)cc2)C3=O)sc2c1CCC2,·,·,i,22.0,-0.1%,9.4%,-2.1%,-3.7%,-4.1%,13.4,52,-9.1%
COc1ccc(CCNCC(=O)Nc2c(C)cc(C)cc2C)cc1OC,i,0.3,i,43.9,-0.1%,3.8%,3.8%,-15.1%[20 µM],-20.3%,0.3,57,5.3%
CCOC(=O)c1c(C)c(C(=O)N2CCCCCC2)c(C)n1C,i,0.7,i,14.9,-0.1%,0.0%,11.5%,-18.6%,41.1%,3.1,54,-14.1%
CCOC(=O)C(NS(=O)(=O)c1ccccc1)(C(F)(F)F)P(=O)(OCC(C)C)OCC(C)C (stereo unspecified),i,0.6,i,14.6,-0.1%,-14.1%,-6.8%,-50.9%,-1.1%,1.1,23,8.2%
CCOC(=O)C1CCN(C(=O)Cn2cc3c(n2)CCC(C)C3)CC1 (stereo unspecified),i,0.3,i,32.4,0.4%,1.9%,-1.7%,-58.9%,-17.7%,-2.5,73,-15.7%
COc1ccc(CCNC(N)=S)cc1OC,i,0.4,i,41.1,0.0%,18.5%,4.6%,7.1%,6.9%,-0.8,61,8.1%
CC1Oc2ccccc2C=C1/C=N/NC(=O)[C@@H](C)NC(=O)OC(C)(C)C (stereo partly specified),i,0.4,i,17.7,0.3%,2.1%,3.8%,-12.9%,-15.0%,0.6,54,3.9%
CC1=C(C(=O)OC2CCCC2)C(c2coc3ccccc3c2=O)C2=C(CCCC2=O)N1 (stereo unspecified),i,0.6,i,31.1,0.5%,7.6%,0.0%,-17.6%,-20.0%,2.5,30,8.0%
C=CCN1C(=O)/C(=C/C=C2/N(CC)c3ccc(S(=O)(=O)N(C)C)cc3N2CC)SC1=S,+,4.8*,i,41.4,0.2%,28.0%,-8.0%,-4.1%[20 µM],4.2%,-2.0,41,12.0%
COc1cccc(OCC(=O)Nc2ccc(OC)c(OC)c2)c1,i,0.7,i,16.3,0.3%,4.0%,2.4%,-6.7%,-14.3%,0.6,68,-6.3%
CC(=O)Oc1ccc(C2(C)CC(C)(C)Oc3cc(OC(C)=O)ccc32)c(OC(C)=O)c1 (stereo unspecified),i,0.4,i,58.9,-0.1%,6.7%,10.0%,-10.8%,-2.5%,1.6,62,-4.6%
COc1ccc(CCNC(=O)CN2C(=O)NC(CCSC)C2=O)cc1 (stereo unspecified),i,0.7,i,32.6,-0.4%,10.7%,-1.8%,5.2%,-29.7%,-1.1,24,5.8%
CN(C)CCNC(=O)c1cc2cc(Br)ccc2oc1=O,i,7.1,i,43.5,-0.1%,-0.6%,2.7%,-5.3%,-10.2%,-1.3,59,8.4%
Fc1cc(NCc2ccccc2)nc(NCc2ccccc2)n1,i,0.5,i,46.9,-0.5%,-37.6%,4.7%,-47.8%,25.6%,3.1,39,-3.1%
COc1cccc(-c2nnc(SCC(=O)NCc3ccc4c(c3)OCO4)n2Cc2ccco2)c1,i,1.3,i,53.9,-0.2%,-34.8%,-3.5%,29.5%,-24.1%,-0.1,51,2.2%
Cc1nc2ccccc2c(=O)n1N,·,·,i,43.6,0.2%,-3.2%,-1.8%,-7.6%,-11.6%,0.3,55,4.5%
COc1cccc(N2CCN(C(=O)c3cccnc3)CC2)c1,i,6.4,i,39.2,-0.1%,1.1%,4.9%,-22.4%,10.2%,0.1,55,-5.9%
CC1CCN(c2nc(-c3ccccc3)c(C#N)c(=O)[nH]2)CC1,i,1.5,i,53.3,-0.1%,2.1%,-1.9%,-30.2%,34.5%,1.6,79,1.0%
O=C(CCN1CCCCC1=O)NC1CCCN(Cc2ccc(Cl)cc2)C1 (stereo unspecified),i,0.4,i,32.6,0.2%,5.7%,2.8%,-15.7%,-18.9%,-0.8,62,11.1%
COc1cc(/C=C2\SC(=S)N(NC(=O)c3ccncc3)C2=O)ccc1O,i,0.2,i,48.3,0.3%,9.4%,-3.0%,49.4%,-1.1%,1.3,72,13.4%
CC(C)N(CCCNC(=O)Cn1c(=O)c2cccn2c2ccccc21)Cc1ccccc1,i,3.9,i,4.7,-0.2%,2.6%,0.1%,7.4%,-11.4%,0.6,49,15.6%
FC(F)(F)c1ccccc1NC(=S)N1CCc2ccccc2C1,i,0.2,i,28.8,0.8%,3.9%,-3.5%,-13.4%,-16.2%,-0.1,33,5.4%
CC1CC2(CC(C)(C(=O)CSc3n[nH]c(-c4ccccc4Cl)n3)OC2=O)C(=O)O1 (stereo unspecified),i,1.1,i,13.0,-0.1%,-9.8%,-6.8%,-48.9%,10.6%,-1.7,79,8.0%
CCn1c(C)[n+](CC(O)COCC2CC=CCC2)c2ccccc21 (stereo unspecified),i,7.0,i,23.5,-0.1%,5.9%,6.3%,-10.7%,-2.9%,0.1,44,2.8%
O=C(NCCc1ccccn1)c1cccnc1Oc1ccc(Cl)cc1,i,1.1,i,31.4,0.9%,3.1%,-1.7%,-4.2%,-7.2%,-0.3,48,7.6%
Cc1cc(C)c(C(=O)CSc2nnc(-c3cccnc3)n2C)c(C)c1,i,6.0,i,38.1,0.3%,18.3%,-1.7%,-3.3%,1.1%,-1.0,66,0.6%
O=C(c1ccco1)N1CCN(C(=O)c2cc(-c3ccccc3F)no2)CC1,i,1.6,i,12.1,-0.2%,-6.0%,2.2%,-19.3%,-53.7%,-1.6,74,17.1%
COc1ccc(Nc2ncnc3ccc(Br)cc23)c(OC)c1,i,0.3,i,46.9,-0.1%,-78.5%,-2.5%,1.8%,26.8%,-0.8,60,-0.8%
